High-throughput results: PubChem BioAssay, NCI
All columns: NCI-60 one-dose screen, growth in % after 48 h at 10 µM unless noted; 100 = growth as untreated, 0 = no growth, -100 = all killed.
UACC-62: UACC-62 melanoma | AID 1794756 | 5.4% of 81,000 active
SK-MEL-28: SK-MEL-28 melanoma. AID 1794761. 4.1% of 81,000 active
UACC-257: UACC-257 melanoma; 4.4% of 78,000 active; AID 1794764
M14: M14 melanoma. 6.2% of 80,000 active. AID 1794745
MALME-3M: MALME-3M melanoma; 5.8% of 78,000 active; AID 1794766
MDA-MB-435: MDA-MB-435 melanoma; 7.8% of 82,000 active; AID 1794794
SK-MEL-5: SK-MEL-5 melanoma. 6.4% of 80,000 active. AID 1794755
SK-MEL-2: SK-MEL-2 melanoma; 4.7% of 77,000 active; AID 1794763
Numbers without * were called inactive; . = no result given; & = joins results of further samples; [ ] = remark or other dose. Rule for the calls: active = growth percent below 10; inactive = the rest.

1: CCOC(=O)c1[nH]c(-c2ccc(Cl)cc2)cc1-c1cccnc1
2: Cc1cc(C)cc(NNc2cc(Br)cc(Br)c2)c1
3: CC(C)(C)CC(C)(C)NCc1ccc(Cl)cc1
4: Cc1nc2n(c(=O)c1CCN1CCC(c3noc4cc(F)ccc34)CC1)CCC[C@@H]2O
5: O=C(N/N=C/c1cccnc1)C(=O)Nc1cccc(C(F)(F)F)c1
6: CC(C(Cl)c1ccccc1)S(=O)c1ccccc1 (centres undefined)
7: CC(C)=CC/C=C(/C)[C@H]1CC[C@]2(C)[C@@H]1CC[C@@H]1[C@@]3(C)CCC(=O)NC(C)(C)[C@@H]3CC[C@]12C
8: COc1c(C(=O)/C=C/c2ccc(C)o2)c(O)cc2occc12

compound no.,1,2,3,4,5,6,7,8
UACC-62,39,78,99,98,105,90,-24*[100 µM],59
SK-MEL-28,48,102,106,98,105,103,-77*[100 µM],.
UACC-257,86,82,92,96,133,84,15[100 µM],86
M14,14,111,100,104,95,102,16[100 µM],55
MALME-3M,73,104,83,90,95,98,-85*[100 µM],77
MDA-MB-435,-38*,107,97,99,99,100,-4.5*[100 µM],-28*
SK-MEL-5,27,105,82,100,103,101,-94*[100 µM],87
SK-MEL-2,40,96,104,.,.,92,3.9*[100 µM],82

9: CCOC(=O)C(C#N)N=Nc1ccccc1 (centres undefined)
10: CCCCCCC1OCC(CC)(CCCC)CO1 (centres undefined)
11: ClC/C=C/CSc1ncnc2c1ncn2C/C=C/CCl
12: OC(CSc1ccccc1)CN1CCN(c2ccc(Cl)cc2)CC1 (centres undefined)
13: CCOC(=O)C1=C(C)NC(C)=C(C(=O)OC)C1c1cccc(C#N)c1 (centres undefined)
14: COC1=C(OC)C(=O)C(N(C)C)=C(CO)C1=O
15: CS(=O)(=O)Oc1ccc(-c2cn3ccsc3n2)cc1
16: C#CCOC(=O)[C@@H]1CCCN1C(=O)OC(C)(C)C

compound no.,9,10,11,12,13,14,15,16
UACC-62,108,109,83&88,82,92,.,95,95
SK-MEL-28,102,118,105&104,110,109,112,110,103
UACC-257,.,113,89&92,101,103,103,101,100
M14,112,114,92&97,100,108,104,104,103
MALME-3M,117,138,94&143,.,106,.,101,.
MDA-MB-435,97,114,102&95,105,96,101,102,109
SK-MEL-5,98,113,98&104,89,101,103,98,101
SK-MEL-2,97,.,109,99,101,99,114,108

17: COC(/C=C/c1ccc([N+](=O)[O-])cc1)OC
18: CC1CCN(CCCCCOc2ccc3oc4cc(Cl)ccc4c(=O)c3c2)CC1
19: CCOC(=O)c1ccc2c(c1)[n+](=O)c(C(=O)OC)c(C)n2[O-]
20: COc1ccc(NC(=S)/N=c2\oc3c(OC)cccc3cc2-c2cc3ccccc3[nH]2)cc1
21: O=C(O)/C=C\C(=O)Nc1ccc(Cl)cc1Cl
22: O=C(CCc1nc2sc3c(c2c(=O)[nH]1)CCCC3)Nc1nccs1
23: CC(=O)Nc1ccc(/C=C/c2ccc([N+](=O)[O-])cc2)cc1
24: CC1=CC23OCC(=O)N2c2ccccc2C(O)C3C(C)=C1 (centres undefined)

compound no.,17,18,19,20,21,22,23,24
UACC-62,90,-51*,73,76,102,85,92,91
SK-MEL-28,93,57,103,70,111,117,101,106
UACC-257,91,-39*,56,.,.,119,103,98
M14,77,-50*,79,94,105,109,104,93
MALME-3M,109,9.8*,.,64,95,112,106,97
MDA-MB-435,97,3.7*,83,77,108,111,101,101
SK-MEL-5,98,-72*,48,72,104,104,98,101
SK-MEL-2,99,88,67,90,101,109,93,102

Some of these compounds in order of molar mass, largest number first:
20: COc1ccc(NC(=S)/N=c2\oc3c(OC)cccc3cc2-c2cc3ccccc3[nH]2)cc1
23: CC(=O)Nc1ccc(/C=C/c2ccc([N+](=O)[O-])cc2)cc1
21: O=C(O)/C=C\C(=O)Nc1ccc(Cl)cc1Cl
17: COC(/C=C/c1ccc([N+](=O)[O-])cc1)OC

compound no.,20,23,21,17
UACC-62,76,92,102,90
SK-MEL-28,70,101,111,93
UACC-257,.,103,.,91
M14,94,104,105,77
MALME-3M,64,106,95,109
MDA-MB-435,77,101,108,97
SK-MEL-5,72,98,104,98
SK-MEL-2,90,93,101,99

Further structures follow.
25: C=CCn1c(SCC(=O)Nc2ccc(C(=O)/C=C/c3ccc(OC)cc3)cc2)nnc1-c1ccc(Cl)cc1
26: CCN(CC)CCOc1ccc(/C(=C(\C)c2ccc(F)c(OC)c2)c2ccc(Cl)cc2)cc1
27: CCN1C2CCC1/C(=C\c1ccc(F)cc1)C1=C2[C@@H](c2ccc(F)cc2)C(C#N)=C(N)O1 (some centres undefined)
28: Nc1ccc2ccccc2c1-c1c(N)ccc2ccccc12
29: Nc1nccc(=S)[nH]1
30: Cc1ccc(Nc2nc(N)c3ccccc3n2)cc1Cl
31: O=P(O)(O)OCC(O)CO (centres undefined)
32: Cc1ccc2oc(=O)cc(Cn3cc(CSc4nc5ccccc5o4)nn3)c2c1

compound no.,25,26,27,28,29,30,31,32
UACC-62,72,-45*,85,25,90,54,108,94
SK-MEL-28,102,-65*,91,56,106,102,98,109
UACC-257,106,12,97,18,76,108,102,101
M14,97,.,104,19,106,80,101,107
MALME-3M,87,-82*,101,42,112,.,110,105
MDA-MB-435,93,15,101,-4.5*,110,92,109,109
SK-MEL-5,99,.,97,26,111,60,102,97
SK-MEL-2,102,68,96,15,98,51,117,119

33: COc1ccc(Nc2nc(SC)nc(-c3cccc(N)c3)c2C#N)cc1
34: O=C(Cn1cc(COc2ncnc3c2cnn3-c2ccccc2)nn1)Nc1ccccc1Cl
35: Cc1nn(-c2ccc(-c3ccc(OC(F)(F)F)cc3)cc2)c2nc(Cc3ccccc3)nc(N)c12
36: CN(C)C(=S)SCCOc1ccc(Cl)cc1Cl
37: COc1cc(CNC(=O)Cc2ccccc2)ccc1OCc1cn(-c2cccc([N+](=O)[O-])c2)nn1
38: Cn1c(=O)ccc(=O)n1-c1ccccc1
39: COc1ccc(-c2cc(-c3cccs3)n(C(C)=O)c(=O)c2C#N)cc1
40: CNS(=O)(=O)c1ccc(Nc2ccc(C(F)(F)F)cc2)c(-c2cn(C)cn2)c1

compound no.,33,34,35,36,37,38,39,40
UACC-62,81,80,86,69,81,94,89,37
SK-MEL-28,105,102,103,103,102,104,117,75
UACC-257,107,97,79,.,99,117,113,64
M14,100,95,69,94,112,99,113,50
MALME-3M,102,98,84,100,116,.,130,68
MDA-MB-435,74,96,84,95,98,91,117,56
SK-MEL-5,95,92,88,89,96,101,.,60
SK-MEL-2,107,100,88,109,98,115,110,64

41: CC1=CC(C)(C)Nc2ccc(C)cc21
42: CC(C)c1cccc(OCC(=O)O)c1OCC(=O)O
43: O=S(=O)(OCCCCCCOS(=O)(=O)c1ccc(F)cc1)c1ccc(F)cc1
44: COc1cc(C2Nc3ccccc3S2)cc(CN2CCOCC2)c1O (centres undefined)
45: COC(=O)Cc1ccc(Br)cc1
46: C=C(C)[C@@H]1CC[C@]2(C)[C@H](CC[C@@H]3[C@H]4[C@@H](OC(=O)C(F)(F)F)C(C)(C)CC[C@]4(C(=O)O)CC[C@]32C)[C@@]1(C)CCC#N
47: Nc1ncc(C2CCNC(=O)c3[nH]ccc32)[nH]1 (centres undefined)
48: O=C(O)c1ccc(-n2cc(CNc3ccc(F)c(Cl)c3)c(-c3ccccc3)n2)cc1

compound no.,41,42,43,44,45,46,47,48
UACC-62,97,94,77,57,91,75,93,55
SK-MEL-28,102,111,97,69,105,.,106,63
UACC-257,111,94,94,78,94,82,96,.
M14,106,97,90,56,107,71,97,91
MALME-3M,94,99,83,67,101,91,95,31
MDA-MB-435,110,106,98,0.6*,102,71,100,95
SK-MEL-5,98,103,95,51,104,76,101,78
SK-MEL-2,100,85,91,64,102,93,108,56

49: COC(CCNS(=O)(=O)c1ccc(C)cc1)CC(C)c1ccc2ccccc2c1 (centres undefined)
50: O=C(c1nc2ccccc2[nH]1)C1C(c2ccc(F)cc2)C2CC3CCCCC3N2[C@@]12C(=O)Nc1ccc(Cl)cc12 (some centres undefined)
51: COc1cc(C)c(C(=O)Oc2cc(C)c(C(=O)O)c(O)c2C)c(OC)c1C
52: CCOc1ccccc1NC(=O)c1cc(-c2ccc(OC)cc2)n(-c2ccc(S(C)(=O)=O)cc2)n1
53: S=C(N/N=C1/CCCC/C1=N/NC(=S)N1CCOCC1)N1CCOCC1
54: COCCn1cc(-c2nc(-c3cc4cccnc4n3CCOC)cs2)c2cc(OC)ccc21
55: COc1cc2cc(/C=C3\SC(=Nc4ccc(S(N)(=O)=O)cc4)NC3=O)c(Cl)nc2cc1OC
56: CC1(C)CC(=O)C2=C(C1)N(c1ccc(F)cc1F)C(N)=C(C#N)C2c1ccc(Cl)c([N+](=O)[O-])c1 (centres undefined)

compound no.,49,50,51,52,53,54,55,56
UACC-62,71,55,109,83,70,81,88,96
SK-MEL-28,106,61,107,106,104,87,102,120
UACC-257,108,59,102,113,94,95,100,111
M14,107,41,98,107,89,69,.,106
MALME-3M,98,43,103,118,101,119,83,118
MDA-MB-435,102,42,107,110,115,91,107,102
SK-MEL-5,94,47,105,92,69,37,105,97
SK-MEL-2,130,66,111,98,.,72,108,104

57: CCOC(=O)CCC(NC(=O)c1ccccc1NC)C(=O)OCC (centres undefined)
58: CC(C)CCSc1nc(NCCO)c(C#N)c(-c2ccc(F)cc2)n1
59: O=C(O)/C=C/c1c(Cl)n(Cc2ccc(Cl)cc2)c2ccccc12
60: CC(=O)c1cc(C)[nH]c1C
61: C/C=C\C(=O)N1c2ccccc2CC1c1c[nH]c2ccccc12 (centres undefined)
62: Cc1cc(C#Cc2ccccc2)ccc1-n1c(/C=C/c2cccc(Cl)c2)nc2ccccc2c1=O
63: N#C/C(=C\c1ccc(-c2cc(C(F)(F)F)ccc2Cl)o1)c1nc(-c2ccco2)cs1
64: OCC1OC(Nc2ccccc2/C=N\O)C(O)C1O (centres undefined)

compound no.,57,58,59,60,61,62,63,64
UACC-62,101,88,81,87,78,65,79,102
SK-MEL-28,112,106,121,118,109,102,108,112
UACC-257,113,104,103,101,100,75,112,97
M14,119,104,111,100,87,98,99,102
MALME-3M,109,110,128,121,94,.,106,102
MDA-MB-435,104,102,98,124,108,83,102,106
SK-MEL-5,.,92,94,94,99,46,97,101
SK-MEL-2,124,86,92,120,72,78,103,99

Structures shown so far containing a CF3 group:
5: O=C(N/N=C/c1cccnc1)C(=O)Nc1cccc(C(F)(F)F)c1
35: Cc1nn(-c2ccc(-c3ccc(OC(F)(F)F)cc3)cc2)c2nc(Cc3ccccc3)nc(N)c12
40: CNS(=O)(=O)c1ccc(Nc2ccc(C(F)(F)F)cc2)c(-c2cn(C)cn2)c1
46: C=C(C)[C@@H]1CC[C@]2(C)[C@H](CC[C@@H]3[C@H]4[C@@H](OC(=O)C(F)(F)F)C(C)(C)CC[C@]4(C(=O)O)CC[C@]32C)[C@@]1(C)CCC#N
63: N#C/C(=C\c1ccc(-c2cc(C(F)(F)F)ccc2Cl)o1)c1nc(-c2ccco2)cs1

compound no.,5,35,40,46,63
UACC-62,105,86,37,75,79
SK-MEL-28,105,103,75,.,108
UACC-257,133,79,64,82,112
M14,95,69,50,71,99
MALME-3M,95,84,68,91,106
MDA-MB-435,99,84,56,71,102
SK-MEL-5,103,88,60,76,97
SK-MEL-2,.,88,64,93,103

Following part:
65: O=C(O)c1cn(C2CC2)c2cc(N3CCN(C(=O)N(c4ccccc4)c4nc(-c5ccc(Cl)cc5)cs4)CC3)c(F)cc2c1=O
66: OCCOc1cc(Cl)c(Cl)cc1Cl
67: C/C(=N\Nc1ncc(-c2ccc(C)cc2)s1)c1cc2ccccc2o1
68: Brc1ccc(/C=N/Nc2ncnc3sc4c(c23)CCN(Cc2ccccc2)C4)cc1
69: COc1cc(NC(C)CCCN)c2nc(C)ccc2c1OC (centres undefined)
70: CN1CCN(CC(=O)Nc2nnc(-c3ccc(Cl)cc3)s2)CC1
71: CCCCCCCCCCCn1nnnc1N
72: CC(=O)OC/C=C1/CC[C@H]2[C@@H]3CCC4=CC(=O)CC[C@]4(C)[C@H]3[C@@H](O)C[C@]12C
73: COc1ccc2[nH]c(=O)cc(-n3nncc3Cn3c4ccccc4c4ccccc43)c2c1
74: Cc1ccc(NC(=O)Nc2sc3c(c2C#N)CCCC3)cc1

compound no.,65,66,67,68,69,70,71,72,73,74
UACC-62,60,97&97,82,90,108,95,90,91,104,74
SK-MEL-28,78,102&109,106,42,101,108,116,109,112,107
UACC-257,107,115&103,97,57,124,104,111,100,100,104
M14,81,112&116,95,-12*,.,93,101,92,110,100
MALME-3M,88,155&99,95,39,70,92,.,88,113,96
MDA-MB-435,91,102&106,100,73,121,99,100,92,103,101
SK-MEL-5,89,117&98,98,95,101,97,89,101,95,94
SK-MEL-2,99,106&108,87,112,100,109,82,124,108,109

An unsorted share of the library; overall some 11% were active at least once.
